IDE cell inh – inhibits human insulin-degrading enzyme in HEK cells; 320,000 tested, 0.41% active; P14735; inhibition, % at 5.59 µM; FAbetaB cleavage, fluorescence polarization; AID 434962;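 active = percent inhibition above the average of all tested compounds plus 3 SD, set per screening campaign, cut at about 16% in these data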;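 also: IDE supplied by intact live HEK cells; FP after avidin binding of uncleaved biotin substrate so inhibition keeps polarization high; 0% = DMSO wells and 100% = 60 µM reference IDE inhibitor Ii1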
IDE act – activators of human insulin-degrading enzyme in cells; P14735; HEK cells, FAbeta-B cleavage, fluorescence polarization; 0% vehicle, 100% cell-free pure enzyme wells; activation, % at 5.96 µM; 340,000 tested, 0.073% active; AID 493087;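 active = activation above the mean of all tested compounds plus 3 SD, set per screening campaign, cut at about 17% in these data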
SUMO HTRF inh – blocks human SUMOylation mediated by UBC9; P63279; HTRF SUMOylation assay, SAE1/SAE2 + UBC9, in vitro; inhibition, % at 35 µM; 290,000 tested, 0.36% active; AID 2006; in the data active = inhibition above about 50%, passing the limit was not always enough; also: strong numbers were not always called active
Target sequence (P63279 whole entry, looked up): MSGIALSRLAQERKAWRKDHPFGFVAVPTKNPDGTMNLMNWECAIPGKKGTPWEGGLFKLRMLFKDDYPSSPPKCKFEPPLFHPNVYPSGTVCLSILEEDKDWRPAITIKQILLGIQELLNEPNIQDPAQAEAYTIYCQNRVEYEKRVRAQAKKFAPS
PfM18AAP inh – PfM18AAP enzyme inhibition. recombinant PfM18AAP, H-Glu-NHMec fluorogenic cleavage. inhibition, % at 7.35 µM. 290,000 tested, 1.2% active;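 active = inhibition above the campaign mean inhibition over all tested compounds plus 3 SD, cut at about 28% in these data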;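 also: 0% = plate median of test compound wells and 100% = 2 mM ZnCl2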
IMP-1 inh – inhibitors of Pseudomonas aeruginosa IMP-1 metallo-beta-lactamase; purified IMP-1, nitrocefin hydrolysis, epi-absorbance fluorescence; 290,000 tested, 0.45% active; inhibition, % at 5.6 µM;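 active = inhibition above the mean plus 3 SD of all compounds in the same screening run, cut at about 4.5% in these data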;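 also: 0% = IMP-1 with DMSO and 100% = DMSO wells lacking enzyme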
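System – purified recombinant IMP-1 beta-lactamase · Input – IMP-1 dispensed at 0.2 nM · Timing – 15 min preincubation plus 25 min reaction at 25 °C · Signal – Epi-absorbance fluorescence, 480 nm excitation, 530 nm emission · Measure – percent IMP-1 inhibition derived from blank-referenced optical density · Controls – Enzyme-plus-DMSO low control, enzyme-free DMSO high control · Replication – singlicate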
pCIP destab – p/CIP protein destabilization. F442A p/CIP-EGFP cells, EGFP fluorescence, 16 h. 290,000 tested, 0.01% active. decrease of EGFP signal, % at 10 µM. Q05BA5;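 active = EGFP signal decrease of at least 30% at 10 µM or well 3 SD below plate mean, unless failing retest; inactive = the rest, including hits failing retest or dose response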; also: some compounds called inactive have numbers as strong as hits; many of its hits are not listed in these tables
DNA FID counter – displaces DNA intercalator in HCV helicase counter-screen. inhibition, % at 7.9 µM. DNA fluorescent intercalator displacement, fluorescence. 290,000 tested, 0.17% active. AID 1845; in the data active = inhibition above about 37%;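 also: 0% = vehicle and 100% = reference compound; higher means more ethidium bromide displaced from hairpin DNA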
VIM-2 inhibitor – inhibitors of Pseudomonas aeruginosa VIM-2 metallo-beta-lactamase | purified VIM-2, nitrocefin hydrolysis, epi-absorbance fluorescence | inhibition, % at 5.6 µM | 290,000 tested, 0.89% active;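 active = inhibition above the mean of all tested compounds plus 3 SD, cutoff set per screening run, cut at about 7.5% in these data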;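 also: red hydrolysis product quenches plate fluorescence so inhibitors raise well fluorescence; 0% = enzyme with DMSO and 100% = DMSO without enzyme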
HCV NS3 hel inh – blocks Hepatitis C virus NS3 helicase unwinding | AID 1800 | 290,000 tested, 0.56% active | NS3 helicase DNA unwinding, Cy5 molecular beacon fluorescence | inhibition, % at 10.9 µM;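 active = inhibition above the mean of all tested compounds plus 3 SD, set per campaign, cut at about 35% in these data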;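 also: 0% = DMSO wells and 100% = thioflavine S control wells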
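Assay system: hepatitis C virus NS3 helicase domain fragment enzyme. Also added: annealed dual-labelled DNA beacon duplex, ATP-started. Timing: 1 h reaction at 25 °C, ATP-initiated. Technique: Cy5 fluorescence at 0 and 60 min, beacon hairpin quenching. Evaluation: % inhibition of unwinding. Replication: one well per compound.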
* = called active by the depositor; · = no result given.

SMILES | IDE cell inh | IDE act | SUMO HTRF inh | PfM18AAP inh | IMP-1 inh | pCIP destab | DNA FID counter | VIM-2 inhibitor | HCV NS3 hel inh
CCCn1c(=O)c2ccccc2n2c(SCc3nc4ccccc4s3)nnc12 | -3 | 2 | 11 | -2 | -1.0 | 3 | -14 | -3.0 | 7
c1ccc(N2CCOCCOCCOCCOCC2)cc1 | 9 | 0 | 13 | -3 | -0.8 | -3 | -1 | -1.3 | 0
Cc1cccc(/C=C(\C(=O)C(=O)O)c2ccc3ccccc3n2)c1 | 2 | -4 | 3 | 4 | -3.0 | -5 | -2 | -1.2 | -3
COc1ccc(CCNC(=O)CNC(=O)Cn2ccc3ccccc3c2=O)cc1OC | -7 | -3 | -1 | 3 | -3.5 | -3 | -11 | -3.0 | -4
COc1cccc(N=Cc2c[nH][nH]c2=O)c1 | 1 | 2 | 28 | 2 | -4.5 | -3 | -6 | 1.5 | -3
COc1ccccc1CNC(=O)C1CCN(C(=O)[C@@H]2Cc3ccccc3CN2)CC1 | 4 | 2 | -1 | 0 | -2.8 | 8 | 8 | -1.0 | 1
CCCOc1ccc(-c2nnn(CC(=O)Nc3cccc(C(=O)OC)c3)n2)cc1 | 2 | 2 | 18 | · | · | -14 | · | · | ·
COc1cc2c(cc1OC)/C(=C/C(=O)c1ccc(C)cc1)NCC2 | · | 2 | 21 | -5 | -2.1 | 3 | -23 | -0.6 | -12
CCOc1ccc(CNC(=O)CCC(=O)N2CCSc3ccccc32)cc1 | 3 | 2 | 4 | 7 | -0.9 | -7 | -42 | -1.0 | 24
CCc1cc2c(=O)n(-c3ccc(Br)cc3)cnc2s1 | -4 | -2 | 8 | 16 | -3.1 | -10 | -7 | -1.0 | -11
CC(C)Cc1ccc(CN2CCC(n3nccc3NC(=O)C3CCCC3)CC2)cc1 | 4 | 5 | 2 | -4 | -0.4 | 7 | 19 | 0.7 | -28
Cc1ccc(NC(=O)CN(C)CC(=O)Nc2sc3c(c2C(N)=O)CCC3)cc1 | 2 | -15 | -1 | 2 | -2.0 | -3 | -30 | -1.5 | 6
COC(=O)c1cn(-c2ccccc2)nc1-c1ccc(OC)cc1 | 2 | 4 | 3 | -1 | -2.4 | 4 | -20 | -2.2 | 6
Cc1cccc(-n2c(C)cc(C=C3C(=O)c4ccccc4C3=O)c2C)c1 | 6 | 2 | 25 | 5 | -2.8 | -19 | -5 | -9.3 | 17
Cc1[nH]c(C(=O)N/N=C/c2ccc(N(C)C)cc2)c(C)c1C(=O)N/N=C/c1ccc(N(C)C)cc1 | 1 | 4 | -10 | -1 | -2.0 | 15 | -19 | 0.3 | 5
C=CCc1ccc(OCCCOc2ccc(C)c(C)c2)c(OC)c1 | -7 | 4 | -11 | -2 | -3.0 | -2 | -3 | -1.5 | -4
S=C(c1ccc(OCc2ccccc2)cc1)N1CCCC1 | 2 | 5 | -6 | 3 | -1.8 | -15 | -23 | 0.3 | -11
Cc1cc(C(=O)CCl)c(C)n1-c1ccon1 | · | -2 | 12 | -5 | -2.2 | 1 | 2 | -2.2 | -1
COc1cc(CC(=O)OCc2cccc([N+](=O)[O-])c2)cc(OC)c1OC | -2 | 3 | -7 | -6 | -3.4 | -8 | -27 | -4.6 | 1
CCCCC(=O)Nc1cccc(NC(=O)c2ccc(Br)o2)c1 | 1 | 3 | 7 | 0 | -1.5 | -7 | -20 | 0.3 | 3
S=C(c1ccccc1)N1CCCc2ccccc21 | 2 | 1 | 5 | -11 | -0.4 | -8 | -4 | -0.5 | -4
O=C(NCc1cccc2[nH]ccc12)C1CCC(=O)N(CCc2ccccc2)C1 (configuration not stated) | -8 | -4 | -22 | -3 | -2.6 | 5 | -15 | 0.2 | 7
CCOC(=O)C1(C)NC(c2cc(OC)c(OC)c(OC)c2)C2C(=O)N(CC)C(=O)C21 (configuration not stated) | -5 | 4 | 6 | -7 | -2.5 | -2 | -6 | -2.7 | 6
COCCNCCCOc1ccc(Br)cc1Cl | 9 | -3 | -4 | 1 | -0.4 | 5 | 7 | -2.3 | -2
COc1cccc(CNC(=O)CNC(=S)N(Cc2ccccc2)Cc2ccccc2F)c1 | · | 6 | -13 | -17 | -2.5 | -1 | -26 | -2.5 | -15
O=C(Cc1c(Cl)cccc1Cl)Nc1cccc(S(=O)(=O)N2CCOCC2)c1 | -2 | 2 | 3 | -13 | -1.8 | -4 | -2 | -0.2 | 1
COC(=O)c1cc2ccsc2n1Cc1nc(-c2cccc(Cl)c2)oc1C | 1 | 0 | -18 | -11 | -1.9 | 3 | -2 | 0.2 | -2
CCNc1nc2c(c(=O)[nH]c(=O)n2C)n1CCCc1ccccc1 | -6 | 3 | -5 | 0 | -3.0 | 0 | -8 | -2.5 | 5
COc1cc2c(cc1OC)C(c1cccc([N+](=O)[O-])c1)NC(=O)C2 (configuration not stated) | 1 | 9 | 14 | -13 | -2.5 | 0 | -3 | -0.4 | 4
COc1ccccc1OCC(=O)Nc1cc(S(=O)(=O)N2CCCCC2)ccc1N1CCCCC1 | 0 | 0 | -3 | -6 | -0.5 | -3 | -7 | 2.1 | 9
COc1ccc(O)c(/C=N/NC(=O)c2ccc(N3CCCC3=O)cc2)c1 | -3 | 4 | 2 | 26 | -2.3 | 2 | -34 | -4.6 | 3
CCN(CC)S(=O)(=O)c1ccc2c(c1)c(=O)c(C(=O)NCc1cccs1)cn2C | 2 | 0 | 14 | -2 | -1.4 | 1 | 7 | -1.6 | -3
NC(=O)Nc1ccc(F)cc1 | -5 | 2 | -8 | 4 | -5.0 | 7 | -4 | -2.2 | 0
CCN1CCCc2cc(CN(CCN3CCOCC3)C(=O)Nc3ccc(C)c(C)c3)ccc21 | 2 | -4 | 18 | 15 | -1.2 | -6 | 1 | -1.5 | -5
COc1ccc(NC(=O)CSc2ccccn2)c([N+](=O)[O-])c1 | -1 | · | 20 | -18 | -1.5 | -16 | 0 | -1.4 | 5
CCCn1c(SCC(=O)Nc2cc(Cl)ccc2OC)n[nH]c1=O | -1 | -1 | -2 | -8 | -2.6 | -5 | -9 | -3.0 | -4
CCOC(=O)C1=C(c2ccccc2)Nc2ncnn2C1c1cc(OC)cc(OC)c1OC (configuration not stated) | 0 | 1 | 4 | 3 | -1.9 | 1 | -18 | -2.7 | -6
Cc1ccc(C(=O)Nc2cccc(C(=O)O)c2)cc1S(=O)(=O)N1CCCCC1 | 3 | -2 | 1 | -8 | -1.3 | 2 | -35 | 0.6 | 15
CCN1CCCC1CNS(=O)(=O)c1cc(Br)cc2c1N(C(=O)C1CC1)CC2 (configuration not stated) | 2 | 2 | 6 | -7 | -2.1 | 9 | 8 | 0.7 | 3
CNC(=O)C(Sc1nc(C)nc2c1oc1ccccc12)C(C)=O (configuration not stated) | 0 | -7 | 0 | 6 | -0.9 | -19 | -8 | 1.8 | -4

Sorted by number of heavy atoms (high to low): part of the list above
SMILES | IDE cell inh | IDE act | SUMO HTRF inh | PfM18AAP inh | IMP-1 inh | pCIP destab | DNA FID counter | VIM-2 inhibitor | HCV NS3 hel inh
COc1ccccc1OCC(=O)Nc1cc(S(=O)(=O)N2CCCCC2)ccc1N1CCCCC1 | 0 | 0 | -3 | -6 | -0.5 | -3 | -7 | 2.1 | 9
CCN1CCCc2cc(CN(CCN3CCOCC3)C(=O)Nc3ccc(C)c(C)c3)ccc21 | 2 | -4 | 18 | 15 | -1.2 | -6 | 1 | -1.5 | -5
CCOC(=O)C1=C(c2ccccc2)Nc2ncnn2C1c1cc(OC)cc(OC)c1OC (configuration not stated) | 0 | 1 | 4 | 3 | -1.9 | 1 | -18 | -2.7 | -6
O=C(NCc1cccc2[nH]ccc12)C1CCC(=O)N(CCc2ccccc2)C1 (configuration not stated) | -8 | -4 | -22 | -3 | -2.6 | 5 | -15 | 0.2 | 7
O=C(Cc1c(Cl)cccc1Cl)Nc1cccc(S(=O)(=O)N2CCOCC2)c1 | -2 | 2 | 3 | -13 | -1.8 | -4 | -2 | -0.2 | 1
COc1ccc(O)c(/C=N/NC(=O)c2ccc(N3CCCC3=O)cc2)c1 | -3 | 4 | 2 | 26 | -2.3 | 2 | -34 | -4.6 | 3
CCNc1nc2c(c(=O)[nH]c(=O)n2C)n1CCCc1ccccc1 | -6 | 3 | -5 | 0 | -3.0 | 0 | -8 | -2.5 | 5
CNC(=O)C(Sc1nc(C)nc2c1oc1ccccc12)C(C)=O (configuration not stated) | 0 | -7 | 0 | 6 | -0.9 | -19 | -8 | 1.8 | -4
S=C(c1ccccc1)N1CCCc2ccccc21 | 2 | 1 | 5 | -11 | -0.4 | -8 | -4 | -0.5 | -4
NC(=O)Nc1ccc(F)cc1 | -5 | 2 | -8 | 4 | -5.0 | 7 | -4 | -2.2 | 0

Later entries
SMILES | IDE cell inh | IDE act | SUMO HTRF inh | PfM18AAP inh | IMP-1 inh | pCIP destab | DNA FID counter | VIM-2 inhibitor | HCV NS3 hel inh
O=C1CN2NC(=S)N(c3ccccc3)C2=CN1c1ccc(Cl)cc1 | 9 | -1 | -10 | 6 | -1.6 | -3 | -2 | -1.6 | -7
CNc1nc(C)nc(-n2nc(C)cc2C)n1 | 2 | -1 | 18 | -8 | -3.9 | -3 | -3 | -3.0 | 7
C=CCNc1sc(C(=O)c2cccs2)c(N)c1C#N | -1 | 3 | -16 | -2 | -2.1 | -9 | -2 | 2.3 | 0
O=C(c1ccc2oc(Cc3ccc(Cl)cc3)nc2c1)N1CC[C@H](O)C1 | 2 | -3 | 26 | -7 | -1.6 | -12 | -28 | -0.6 | 1
NC(=O)CC(NC(=O)Cc1cccc2ccccc12)c1ccc(NCCN2CCCCC2)c([N+](=O)[O-])c1 (configuration not stated) | -2 | 2 | 7 | -10 | -0.2 | -7 | 6 | -0.5 | -4
Cc1cc(C)nc(N/C(=N\S(=O)(=O)Cc2ccccc2)Nc2ccccc2Br)n1 | -1 | 1 | -22 | -7 | -0.7 | -5 | 3 | 0.9 | 0
CC(C)Oc1ccc(CNC(=O)c2ccc3c(c2)N(C)CCS3)cc1 | 0 | 1 | 24 | 6 | -3.2 | -1 | -37 | 0.3 | 8
Cc1oc2cc3oc(=O)c(CC(=O)N[C@@H](C)C(=O)NC(Cc4ccc(Cl)cc4)C(=O)O)c(C)c3cc2c1C (some centres not stated) | 0 | 10 | 26 | -1 | -2.3 | 9 | -18 | -1.4 | -15
CC(=O)c1c(NCCc2ccccc2)nc(=S)n(-c2ccccc2)c1C | 9 | 8 | 10 | -4 | -2.7 | -12 | -22 | -4.5 | -3
c1csc(-c2nnsc2-c2nc3ccccc3[nH]2)c1 | 1 | 5 | 24 | 6 | -3.5 | -23 | 0 | 0.2 | -6
Nc1ccccc1SCCS(=O)(=O)c1ccc(Cl)cc1 | 0 | 0 | 8 | -2 | -2.3 | -1 | -16 | -2.6 | -1
O=C(CSc1nnc(CNC(=O)c2ccco2)o1)Nc1ccccc1 | 1 | -5 | 4 | 3 | -2.9 | -2 | 5 | -2.6 | 8
